High-throughput results deposited in PubChem BioAssay by several laboratories.
MT1-MMP act inh: blockers of MT1-MMP proenzyme processing, primary screen, HT1080 RFP-PRO-GFP cells, GFP/RFP fluorescence; Matrix metalloproteinase-14 (Homo sapiens), P50281; GFP/RFP ratio fluorescence, overnight; percent of plate control window, DMSO zero; GFP/RFP ratio change, % at 20 µM; 0.061% of 360,000 active; AID 651647, 2012;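 active = GFP/RFP ratio change of at least 30% with cell ATP level not reduced by more than half and red fluorescence within 50% of control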; note: strong numbers were not always called active
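Test system: HT1080 RFP-PRO-GFP cells; Benchmarks: DMSO and RFP-L50D-GFP cell wells; Timing: cells overnight before dosing, compound overnight, 37 °C, 5% CO2; Compound: one 20 µM compound dose with 1% DMSO; Read-out: GFP/RFP fluorescence ratio.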
Rin1 Abl inh: inhibitors of Rin1-Abl protein binding, primary screen, biochemical, TR-FRET; Tyrosine-protein kinase ABL1 (Homo sapiens) + Ras and Rab interactor 1 (Homo sapiens), …; inhibition, % at 7.35 µM; 0.4% of 360,000 active; AID 588664, 2011; in the data active = inhibition above about 5%, passing the limit was not always enough
Target sequence (P00519 whole entry, looked up): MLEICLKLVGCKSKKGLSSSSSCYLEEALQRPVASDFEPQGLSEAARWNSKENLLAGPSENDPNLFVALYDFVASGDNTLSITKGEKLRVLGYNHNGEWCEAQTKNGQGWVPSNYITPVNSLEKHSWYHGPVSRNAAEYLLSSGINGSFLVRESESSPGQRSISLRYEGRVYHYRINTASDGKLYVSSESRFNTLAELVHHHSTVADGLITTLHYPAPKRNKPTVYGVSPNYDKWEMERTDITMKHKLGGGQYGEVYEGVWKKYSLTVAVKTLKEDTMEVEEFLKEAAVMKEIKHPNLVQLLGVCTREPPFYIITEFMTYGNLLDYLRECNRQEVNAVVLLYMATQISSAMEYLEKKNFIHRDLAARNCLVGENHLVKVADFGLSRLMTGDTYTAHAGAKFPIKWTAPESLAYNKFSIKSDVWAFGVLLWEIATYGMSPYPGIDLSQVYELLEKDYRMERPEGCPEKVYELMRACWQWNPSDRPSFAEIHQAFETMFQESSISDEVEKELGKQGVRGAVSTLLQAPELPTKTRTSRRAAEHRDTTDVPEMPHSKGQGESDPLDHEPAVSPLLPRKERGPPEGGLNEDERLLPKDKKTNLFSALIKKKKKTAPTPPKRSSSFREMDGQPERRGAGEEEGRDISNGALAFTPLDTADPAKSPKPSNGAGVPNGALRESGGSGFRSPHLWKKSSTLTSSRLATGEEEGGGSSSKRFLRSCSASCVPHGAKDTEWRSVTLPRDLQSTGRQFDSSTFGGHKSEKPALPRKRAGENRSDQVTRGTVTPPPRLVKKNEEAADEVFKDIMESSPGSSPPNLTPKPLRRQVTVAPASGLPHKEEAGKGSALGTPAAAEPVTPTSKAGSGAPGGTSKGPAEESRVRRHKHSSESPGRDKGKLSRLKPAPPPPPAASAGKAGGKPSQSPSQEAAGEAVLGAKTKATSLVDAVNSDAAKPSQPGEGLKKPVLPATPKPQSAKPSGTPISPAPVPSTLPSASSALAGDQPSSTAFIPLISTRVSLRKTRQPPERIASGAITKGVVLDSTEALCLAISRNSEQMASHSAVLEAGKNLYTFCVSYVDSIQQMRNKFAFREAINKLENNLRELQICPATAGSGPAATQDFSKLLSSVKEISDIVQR
Target sequence (Q13671 whole entry, looked up): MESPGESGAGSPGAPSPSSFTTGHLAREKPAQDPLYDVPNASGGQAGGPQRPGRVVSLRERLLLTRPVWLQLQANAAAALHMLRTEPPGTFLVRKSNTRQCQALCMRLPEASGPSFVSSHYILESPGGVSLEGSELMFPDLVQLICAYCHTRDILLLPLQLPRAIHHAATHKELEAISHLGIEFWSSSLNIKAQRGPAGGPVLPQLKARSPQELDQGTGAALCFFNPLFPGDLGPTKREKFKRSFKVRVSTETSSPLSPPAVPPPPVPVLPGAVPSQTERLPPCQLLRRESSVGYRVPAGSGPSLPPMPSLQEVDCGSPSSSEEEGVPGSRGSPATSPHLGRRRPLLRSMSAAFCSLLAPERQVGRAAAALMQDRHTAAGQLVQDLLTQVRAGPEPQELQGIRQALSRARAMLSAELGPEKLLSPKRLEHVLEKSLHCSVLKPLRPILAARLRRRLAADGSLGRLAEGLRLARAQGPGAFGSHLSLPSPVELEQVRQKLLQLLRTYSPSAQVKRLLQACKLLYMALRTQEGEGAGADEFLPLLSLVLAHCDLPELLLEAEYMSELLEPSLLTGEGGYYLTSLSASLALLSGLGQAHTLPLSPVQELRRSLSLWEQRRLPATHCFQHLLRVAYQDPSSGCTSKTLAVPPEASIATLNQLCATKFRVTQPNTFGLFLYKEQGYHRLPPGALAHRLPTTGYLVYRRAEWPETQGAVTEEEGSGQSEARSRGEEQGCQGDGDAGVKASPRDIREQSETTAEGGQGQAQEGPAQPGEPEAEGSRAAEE
MsrA act: bovine MsrA enzyme activators, primary screen, biochemical, absorbance, HTS; activation, % at 10.6 µM; purified bovine MsrA, absorbance read-out; Methionine sulfoxide reductase A (Bos taurus); 0.3% of 360,000 active; in the data active = activation above about 7.5%;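 note: 0% = vehicle and 100% = reference activator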
PABP1 MLLE inh: inhibitors of PABP1 MLLE–PAM2 peptide binding, primary screen, biochemical, fluorescence polarization, FITC-PAM2, GST-MLLE; Polyadenylate-binding protein 1 (Homo sapiens), P11940; inhibition, % at 20 µM; 0.36% of 360,000 active; AID 588489, 2011; in the data active = inhibition above about 35%, passing the limit was not always enough;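 note: plate controls were DMSO wells with GST-MLLE for no effect and wells lacking GST-MLLE protein for full effect; some results filed as inactive read as strong as hits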
MsrA inh: bovine MsrA enzyme inhibitors, primary screen, biochemical, absorbance, HTS; Methionine sulfoxide reductase A (Bos taurus); purified bovine MsrA, absorbance read-out; inhibition, % at 15.5 µM; 0.75% of 360,000 active; AID 651718, 2012; in the data active = inhibition above about 4.5%;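 note: 0% = vehicle wells with enzyme and 100% = reference inhibitor wells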
eLon inh: inhibitors of E. coli Lon protease, primary screen, biochemical, fluorescence polarization; inhibition, % at 7.94 µM; P0A9M0; 0.42% of 360,000 active; purified E. coli Lon protease; in the data active = inhibition above about 13%, passing the limit was not always enough;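 note: 0% = enzyme with probe and DMSO and 100% = no enzyme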
Rpn11 block: Rpn11 (PSMD14) deubiquitinase inhibitors, primary screen, biochemical, fluorescence polarization, uHTS | 0.59% of 360,000 active | AID 588493, 2011 | human 26S proteasome, Ub4-pepOG fluorescence polarization; 20S core pre-blocked with epoxomicin | calls only at 20 µM | 26S proteasome non-ATPase regulatory subunit 14 (Homo sapiens), O00487;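 active = inhibition at 20 µM, scaled to each plate's controls, above about 33%, limit read from the data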
FAS TE block: FAS thioesterase domain inhibitors, primary screen, biochemical, fluorescence intensity, uHTS. 0.67% of 360,000 active. Fatty acid synthase (Homo sapiens), P49327. inhibition, % at 15 µM. recombinant FAS-TE, OMFH fluorogenic substrate, fluorescence endpoint;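 active = compounds whose normalised, plate-corrected inhibition of enzyme fluorescence in the single-dose primary screen is 50% or more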;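 note: 0% = DMSO with enzyme and 100% = substrate without enzyme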
CSN inh: inhibitors of CSN-mediated cullin deneddylation, primary screen, biochemical, fluorescence polarization, uHTS; Purified CSN, SCF-Nedd8-OG deneddylation; inhibition, % at 12.5 µM; 0.38% of 360,000 active; AID 651999, 2013;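 active = pattern-corrected inhibition above about 35%, with an unprinted fluorescence ratio check between 0.5 and 1.5, limit read from the data, passing the limit was not always enough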;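 note: 0% = enzyme with substrate and 100% = substrate without enzyme; some results filed as inactive read as strong as hits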
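Assay system: purified human Csn5 enzyme expressed in HEK293T cells; Input: 0.24 nM Csn5 enzyme, final concentration; Reagent: 10 nM SCFSkp2-Nedd8OG; Compound dosing: 12.5 µM single point; Times: reaction 90 min, room temperature; Technique: fluorescence polarization readout.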
* = called active by the depositor; i = inactive; · = no result given; & = joins results of further samples.

SMILES	MT1-MMP act inh	Rin1 Abl inh	MsrA act	PABP1 MLLE inh	MsrA inh	eLon inh	Rpn11 block	FAS TE block	CSN inh
O=[N+]([O-])c1ccccc1S(=O)c1ccccc1[N+](=O)[O-]	4	-2	2	-19	-1.0	-10	i	1	-1
O=C(NNC(=O)C1CCN(c2ncccn2)CC1)c1ccncc1	-1	3	-9	-14	0.4	10	i	-10	4
CC(C)(C)C1CCc2[nH]c3ccccc3c(=O)c2C1 (stereo not given)	13	0	-5	9	0.9	-4	i	-3	3
C(=Cc1cccnc1)c1ccncc1	-8	-6	-2	1	-0.9	0	i	-5	0
Cc1ccc(S(=O)(=O)NCCC(=O)Nc2ccc3c(c2)OCO3)cc1	-1	-2	-9	-3	-1.2	0	i	0	2
COc1ccc(-c2noc(COC(=O)c3ccco3)n2)cc1OC	-1	-1	-3	-2	-1.3	2	i	4	-2
COc1nnc(-c2ccc(C)c(S(N)(=O)=O)c2)c2ccccc12	3	0	-1	-1	-0.3	-5	i	-5	0
CCOc1ccc(NC(=O)c2cn(-c3ccc(OCC)cc3)c(=O)c3cc(OC)c(OC)cc23)cc1	-1	-1	-1	-8	0.2	-1	i	11	-3
O=C(NCc1cc(C(F)(F)F)ccc1Cl)c1cccc2c1C(=O)c1ccc(N3CCC(N4CCCCC4)CC3)cc1S2(=O)=O	-28	-11	0	-94	0.6	-73	·	-43	82*
COc1cccc(NC(=O)CSc2nc3ccccc3c(=O)n2C)c1	-3	-3	-1	5	-1.7	-5	i	5	-4
O=C(N/C(=C\c1ccc(Br)cc1)c1nc2ccccc2[nH]1)c1ccco1	0	0	-14	-9	6.5*	-4	i	-3	1
Cn1c(=O)[nH]c(=O)c2c1nc(N1CCNCC1)n2Cc1ccccc1Cl	-5	1	-1	0	-0.4	-2	i	-4	0
NCCOc1ccc(C23CC4CC(CC(C4)C2)C3)cc1	5	0	-1	3	-0.1	-14	i	-56	1
C/C=C/C=N/Nc1nc(-c2ccc([N+](=O)[O-])cc2)cs1	0	1	-2	13	1.1	9	i	-3	-4
Cc1ccc(C(=O)NN2C(=O)c3ccc(S(=O)(=O)c4ccc(C(=O)O)cc4)cc3C2=O)cc1	1	2	-2	11	0.6	1	i	-3	-7
CCOC(=O)c1sc2nc(C)nc(Nc3ccc(OC)cc3)c2c1C	2	3	-3	-8	1.1	2	i	10	3
c1ccc(Oc2cc(-n3cncn3)ncn2)cc1	-3	-4	-1	3	-0.9	3	i	-10	-9
CCCCNC(=O)C(=O)NCC1CCCN1S(=O)(=O)c1cccs1 (stereo not given)	2	0	-2	-5	-0.5	13	i	-3	5
O=C(COc1cc2oc(=O)c3c(c2cc1Cl)CCC3)Nc1ccccn1	-1	1	-4	-7	-0.4	7	i	0	2
Cc1[nH]c2ccccc2c1C(c1ccncc1)N1CCN(c2ccccc2F)CC1 (stereo not given)	0	2	-3	-3	-1.3	0	i	42	0
CC(=O)OCC(OC(C)=O)C(OC(C)=O)C(OC(C)=O)C(=O)Nc1cccc(C)c1 (stereo not given)	0	2	-5	6	-0.8	3	i	-4	-3
COc1ccc(/C=N/NC(=O)Cn2nnc3ccccc32)cc1OC	1	-1	-1	1	0.4	-4	i	-6	3
CN(C)c1ccc(C=c2c3ccccc3n3c2cc(-c2ccc(Cl)cc2)[n+]3C)cc1	46	-4	14*	-95	4.2	-64	i	33	18
COc1cc(C(=O)NCc2cccc3ccccc23)ccc1OCc1ccccc1	-2	3	-4	-2	0.6	7	i	21	2
COc1ccc(-c2csc(-n3ncc(-c4cccs4)c3N)n2)cc1	-8	-1	-5	-8	-0.1	-14	i	-3	2
CCOC(=O)CSc1nc(-c2ccc(OC)cc2)ns1	-2	-1	-9	30	0.5	-4	i	4	4
CCCCCn1c(=N)n(CC(O)COc2ccccc2OC)c2ccccc21 (stereo not given)	-4&5	-2&1	-2&-10	9&-1	-0.8&-1.1	-2&-3	i	-8&-3	1&7
O=C(c1cccs1)N1CCN(c2ncc(Br)cn2)CC1	4	-1	-2	-1	0.9	0	i	-6	4
O=C(O)c1ccc(N2C(=O)CC(N3CCN(c4cccc(Cl)c4)CC3)C2=O)cc1 (stereo not given)	-3	-3	-4	8	0.4	-1	i	-5	-4
CCCCC(=O)N(CCOC)c1nnc(-c2ccc(OC)cc2)s1	-4	2	0	6	-0.3	-3	i	2	7
COc1cccc(NC(=S)/C(=C(\[O-])c2ccc(C)c([N+](=O)[O-])c2)[n+]2ccccc2)c1	-8	-2	-12	-29	0.7	-11	i	-8	6
COC(=O)C(C)Oc1ccc2c(c1)O/C(=C\c1ccco1)C2=O (stereo not given)	-6	-3	-3	-19	2.0	-7	i	-6	11
NC(=S)N/N=C/c1coc2c(ccc3ccccc32)c1=O	0	-2	-3	-7	0.4	2	i	1	12
Cc1ccc(-c2ccnc3c(Cl)c(C)nn23)cc1	-5	2	-2	9	-0.2	-2	i	7	-4
O=C1c2ccccc2C(=O)N1C1(C(=O)NC2(C(=O)O)CCCC2)CCCC1	-2	0	-2	4	0.0	-1	i	-9	4
O=C(O)c1c2c(nc3ccccc13)/C(=C/c1cccc([N+](=O)[O-])c1)CCC2	·	0	-4	8	3.6	0	i	1	4
O=C(Oc1ccc2ccc(OC(=O)N3CCOCC3)cc2c1)N1CCOCC1	2	1	-7	7	-0.2	-11	i	-5	-2
COc1ccc(N2CCN(c3cnc4ccccc4n3)CC2)cc1	2	0	-10	-11	0.3	2	i	11	2
C=CCn1c(-c2cccn(Cc3ccc(Cl)cc3)c2=O)n[nH]c1=S	8	-1	-2	16	2.5	6	i	-5	-3
COc1ccccc1C(C(C(=O)c1ccccc1)N1CCOCC1)N1CCOCC1 (stereo not given)	-8	0	0	-14	1.4	0	i	-1	-2
COc1ccc(C2OC(=O)c3ccccc3S2)cc1 (stereo not given)	-3	-1	-3	34	0.3	0	i	9	1
CC(C)(C)S(=O)(=O)c1ccsc1C(=O)O	-7	-1	-2	1	-0.8	-6	i	-8	1
COc1cc2c(c(Br)c1N)-c1cc(Br)c(N)cc1C2=O	1	-1	-3	3	0.6	-9	i	2	10
Cc1ccc(OCc2ccc(C(=O)NCC3CCCO3)cc2)cc1C (stereo not given)	-1	4	-1	7	-0.3	5	i	-5	2
Cc1ccccc1C(=O)Nc1cc(S(=O)(=O)N2CCCCC2)ccc1N1CCN(C)CC1	0	1	-5	-11	-1.8	7	i	-3	0
CC1CCCN(C(=O)COC(=O)Cc2c(F)cccc2Cl)C1 (stereo not given)	-1	2	0	7	0.2	-1	i	1	3
CCN(CCCNC(=O)CC1Oc2ccc(C)cc2NC1=O)Cc1ccccc1 (stereo not given)	3	-1	-5	5	0.0	-4	i	-5	-3
O=C(COC(=O)c1ccc(S(=O)(=O)NCc2ccco2)cc1)c1ccccc1	-1	-2	0	6	-0.5	-8	i	3	1
COC(=O)[C@]12CCCCC=C1N(Cc1ccco1)C(=O)[C@H](CC(=O)N1CCSCC1)C2	2	·	-1	·	-1.6	-12	·	-9	1
Cc1ccc(/C=C/C(=O)O)cc1S(=O)(=O)NCCO	4	-1	-11	-9	-0.5	2	i	-6	0
Cc1cccc(Sc2c([N+](=O)[O-])ncn2C)n1	5	0	-11	1	1.6	1	i	-6	2
O=C(CCC(=O)N/N=C/c1c[nH]c2ccccc12)NCc1ccccc1	2	0	-4	-13	0.5	-1	i	-11	-9
CCOC(=O)c1ccc(COc2ccc(C(C)C)cc2)o1	1	2	-4	7	-0.8	-1	i	34	-4
CCC(C)n1nccc1NC(=O)C(C)OC(=O)c1cc2ccccc2[nH]1 (stereo not given)	4	-2	-1	-8	2.8	8	i	-2	-2
Cc1cccc(CN2CCC(C(=O)Nc3cccc(-c4cccc(F)c4)c3)CC2)n1	2	3	-2	-18	0.0	4	i	0	-1
c1ccc(Cc2nn3c(C4COc5ccccc5O4)nnc3s2)cc1 (stereo not given)	-1	4	0	33	-0.7	3	i	17	-1
CCOC(=O)[C@@H](NC(=O)CC[C@H]1O[C@@H](n2cc(C)c(=O)[nH]c2=O)C[C@@H]1O)C(C)C	-1	0	-5	-4	2.7	-2	i	-7	1
O=C(c1ccc(Cl)c(S(=O)(=O)NCc2ccco2)c1)N1CCN(c2ccccc2F)CC1	-2	-2	-3	8	-0.6	0	i	3	2

14 consecutive records from above, quoted:
SMILES	MT1-MMP act inh	Rin1 Abl inh	MsrA act	PABP1 MLLE inh	MsrA inh	eLon inh	Rpn11 block	FAS TE block	CSN inh
c1ccc(Oc2cc(-n3cncn3)ncn2)cc1	-3	-4	-1	3	-0.9	3	i	-10	-9
CCCCNC(=O)C(=O)NCC1CCCN1S(=O)(=O)c1cccs1 (stereo not given)	2	0	-2	-5	-0.5	13	i	-3	5
O=C(COc1cc2oc(=O)c3c(c2cc1Cl)CCC3)Nc1ccccn1	-1	1	-4	-7	-0.4	7	i	0	2
Cc1[nH]c2ccccc2c1C(c1ccncc1)N1CCN(c2ccccc2F)CC1 (stereo not given)	0	2	-3	-3	-1.3	0	i	42	0
CC(=O)OCC(OC(C)=O)C(OC(C)=O)C(OC(C)=O)C(=O)Nc1cccc(C)c1 (stereo not given)	0	2	-5	6	-0.8	3	i	-4	-3
COc1ccc(/C=N/NC(=O)Cn2nnc3ccccc32)cc1OC	1	-1	-1	1	0.4	-4	i	-6	3
CN(C)c1ccc(C=c2c3ccccc3n3c2cc(-c2ccc(Cl)cc2)[n+]3C)cc1	46	-4	14*	-95	4.2	-64	i	33	18
COc1cc(C(=O)NCc2cccc3ccccc23)ccc1OCc1ccccc1	-2	3	-4	-2	0.6	7	i	21	2
COc1ccc(-c2csc(-n3ncc(-c4cccs4)c3N)n2)cc1	-8	-1	-5	-8	-0.1	-14	i	-3	2
CCOC(=O)CSc1nc(-c2ccc(OC)cc2)ns1	-2	-1	-9	30	0.5	-4	i	4	4
CCCCCn1c(=N)n(CC(O)COc2ccccc2OC)c2ccccc21 (stereo not given)	-4&5	-2&1	-2&-10	9&-1	-0.8&-1.1	-2&-3	i	-8&-3	1&7
O=C(c1cccs1)N1CCN(c2ncc(Br)cn2)CC1	4	-1	-2	-1	0.9	0	i	-6	4
O=C(O)c1ccc(N2C(=O)CC(N3CCN(c4cccc(Cl)c4)CC3)C2=O)cc1 (stereo not given)	-3	-3	-4	8	0.4	-1	i	-5	-4
CCCCC(=O)N(CCOC)c1nnc(-c2ccc(OC)cc2)s1	-4	2	0	6	-0.3	-3	i	2	7
